Source: PubChem BioAssay
HPDE-C7 cytotoxicity: HPDE-C7 pancreatic duct cell viability loss – fluorescence, HTS (AID 430); actives 1.8% (n = 63,000); HPDE-C7 pancreatic duct cells viability, fluorescence; higher % means a stronger effect; cytotoxicity, % at 10 µM; hits with a dose series show EC50 in µM;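 note: cells exposed to compound for 48 hours before viability readout; 0% = vehicle and 100% = reference cytotoxic drug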
HT1080 cytotoxicity: HT1080 cell viability loss – fluorescence readout (AID 620); actives 0.42% (n = 87,000); one-dose cytotoxicity, % at 10 µM; EC50 in µM for titrated hits; HT1080 viability, fluorescence; higher % means a stronger effect;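 note: cells exposed to compound overnight then 4 h with Alamar Blue; 0% = vehicle DMSO and 100% = killing control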
MK inhibit: inhibitors of Streptococcus pneumoniae mevalonate kinase; inhibition, % at 10 µM; actives 0.48% (n = 65,000); AID 555; purified MK, PK/LDH-coupled NADH absorbance 340 nm;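 active = ranked among the strongest by inhibition in the single 10 µM screen, a fixed top-ranked set picked for dose follow-up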; note: no value below 0 was filed
Spn DPM-DC inh: S. pneumoniae DPM-DC inhibition; calls only at 10 µM; actives 0.49% (n = 65,000); purified DPM-DC, PK/LDH coupled NADH fluorescence;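 active = the 320 compounds with the highest percent inhibition in the single-dose primary screen, excluding strongly autofluorescent ones, cut at about 32% in these data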;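 note: kinetic rate of NADH fluorescence loss reporting ADP formed by the decarboxylase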
Bfl-1 inhibitors: displacement of Bid BH3 peptide from Bfl-1 – biochemical, fluorescence polarization, FITC-Bid, mouse, primary screen (AID 432). displacement, % at 20 µM; hits with a dose series show IC50 in µM. actives 0.02% (n = 64,000). FITC-Bid BH3 peptide fluorescence polarization displacement; higher % means a stronger effect; in the data active = a potency from the dose series; inactive = the rest, 99 in 100 with displacement below about 15%; note: strong numbers were not always called active
KRASV12 cytotoxicity: viability loss of HPDE-C7K cells – cell-based, fluorescence, HTS, primary screen (AID 431). HPDE-C7K KRASV12 cells, Alamar Blue viability, 48 h; higher % means a stronger effect. one-dose cytotoxicity, % at 10 µM; EC50 in µM for titrated hits. actives 1.7% (n = 63,000);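 active = compounds whose percent cytotoxicity in the single-dose primary screen, scaled between solvent and toxic-drug controls, exceeds 50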;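 note: 0% = DMSO solvent wells and 100% = doxorubicin-treated wells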
Alkaline phosphatase: inhibition of tissue-nonspecific alkaline phosphatase – biochemical, luminescent (AID 518). purified TNAP enzyme, luminescent substrate readout; higher % means a stronger effect. inhibition, % at 20 µM; hits with a dose series show IC50 in µM. actives 0.09% (n = 64,000); in the data active = a potency from the dose series; inactive = the rest, 99 in 100 with inhibition below about 22%;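 note: plate controls were vehicle for no effect and reference inhibitor for full effect; many of its hits are not listed in these tables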
LYP phosphatase: LYP phosphatase inhibitors, primary screen, biochemical, DiFMUP fluorescence, recombinant catalytic domain, 10 µM (AID 606); inhibition, % at 10 µM, or IC50 in µM where a hit was titrated; recombinant LYP catalytic domain, DiFMUP fluorescence; higher % means a stronger effect; 52,000 tested, under 10 active;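 active = IC50 under 40 µM in the dose-response test; inactive = IC50 of 40 µM or more, or never dose-tested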
Spn PMK inh: inhibitors of Streptococcus pneumoniae phosphomevalonate kinase; purified PMK, PK/LDH-coupled NADH absorbance 340 nm; inhibition, % at 10 µM; actives 0.49% (n = 65,000);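 active = top-ranked compounds by inhibition in the single 10 µM screen, taking a fixed number of the strongest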;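 note: 0% = full reaction with DMSO carrier and 100% = background rate without enzyme reaction; no value below 0 was filed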
Spn PMK inh pilot replicates: recorded beside Spn PMK inh, whose call it bears; inhibition, %; measured here: pilot screen replicates
MK inhibit pilot replicates: recorded beside MK inhibit, whose call it bears; inhibition, %; measured here: pilot screen replicates
Spn DPM-DC inh pilot screen %: also measured in Spn DPM-DC inh; calls as there; inhibition, %; measured here: pilot screen trials
Active calls of the source: *; i = inactive; · = no result given; + = active, no number. Cut-off read from the data, not from the text of the source, unless noted: active = cytotoxicity above about 50%; inactive = the rest.

SMILES	HPDE-C7 cytotoxicity	HT1080 cytotoxicity	MK inhibit	Spn DPM-DC inh	Bfl-1 inhibitors	KRASV12 cytotoxicity	Alkaline phosphatase	LYP phosphatase	Spn PMK inh	others
COC(=O)c1ccc(CSc2ncnc3sc(C)c(C)c23)o1	-17%	8%	2	i	-8%	-5%	1%	5%	15
CN(C)S(=O)(=O)c1ccc2c(c1)nc(CCC(=O)NCC1CCCCC1)n2C	4%	4%	0	i	8%	0%	6%	4%	13
O=S1(=O)c2cccc3cccc(c23)N1Cc1ccc(-c2nnco2)cc1	22%	4%	0	i	4%	30%	6%	7%	19
Cc1cccc(N2CCN(C(=O)C3CCCN(S(=O)(=O)c4cnc[nH]4)C3)CC2C)c1 (stereo not drawn)	-10%	-8%	2	i	3%	-2%	19%	-1%	14	Spn PMK inh pilot replicates=1.5;MK inhibit pilot replicates=0.0;Spn DPM-DC inh pilot screen %=0.0
COc1ccc2[nH]c(=O)c(CN(Cc3ccco3)Cc3nnnn3Cc3ccccc3)cc2c1	3%	-8%	9	i	-4%	2%	4%	·	5
O=S1(=O)CC(NCc2ccccc2)C(Nc2ccccc2)C1 (stereo not drawn)	-6%	-4%	9	i	-6%	-11%	12%	10%	2
CCN1C(=O)CSC1=NC1C2CC3CC(C2)CC1C3 (stereo not drawn)	·	·	7	i	-6%	11µM*	8%	9%	0
COC(=O)c1cc(NC(=O)C2COc3ccccc3O2)cc(C(=O)OC)c1 (stereo not drawn)	-11%	2%	0	i	6%	-3%	16%	-2%	11	Spn PMK inh pilot replicates=7.5;MK inhibit pilot replicates=0.0;Spn DPM-DC inh pilot screen %=3.0
Oc1c(C(c2cccs2)N2CCOCC2)sc2ncnn12 (stereo not drawn)	2%	-7%	4	i	5%	-3%	9%	-6%	9
COc1cccc(NC(=O)CSc2nnc(-c3cccs3)n2C)c1	2%	5%	5	i	1%	2%	18%	15%	12	Spn PMK inh pilot replicates=3.0;MK inhibit pilot replicates=0.0;Spn DPM-DC inh pilot screen %=2.0
CCN1CCN(Cc2c(O)ccc3c(=O)c(-c4ccc(OC)c(OC)c4)c(C(F)(F)F)oc23)CC1	-8%	-3%	2	i	-4%	-9%	2%	4%	7
CCN1CCN(C(=O)CN(Cc2ccccc2)S(C)(=O)=O)CC1	-3%	1%	18	i	20%	-3%	3%	5%	8
O=C(Cc1coc(-c2ccc(F)cc2)n1)NC1CCCCC1	·	4%	0	i	-5%	·	0%	8%	24
COc1ccc(-n2ncc3c(N4CCN(c5cc(C)ccc5C)CC4)ncnc32)cc1	2%	5%	0	i	4%	16%	10%	-1%	6
O=C(CCN1CCc2ccccc2C1)Nc1ccccc1	·	4%	6	i	0%	·	4%	·	11
CC(C)CC(=O)Nc1ccccc1N1CCOCC1	-8%	5%	0	i	-6%	-21%	-3%	3%	8
CCC(c1nnnn1Cc1ccc2c(c1)OCO2)N1CCN(c2ccccc2)CC1 (stereo not drawn)	1%	-6%	10	i	1%	4%	5%	14%	15
COC(=O)c1ccc(Cn2cc(Cl)cn2)cc1	5%	2%	7	i	-4%	8%	7%	·	9
COc1ccc(S(=O)(=O)N2CCCN(CC(=O)Nc3ccc(OC)c(Cl)c3)CC2)cc1	-12%	4%	·	i	5%	-2%	3%	·	0
CCOC(=O)C1=C(C)NC(=O)CC1c1cc2c(cc1Br)OCO2 (stereo not drawn)	-6%	-10%	6	i	-2%	-2%	9%	-7%	7
CCn1c(/C=N/n2cnnc2)nc2ccccc21	-4%	-13%	3	·	2%	-6%	9%	3%	12
O=C(CSc1ncccn1)c1ccccc1Br	-10%	6%	4	i	-9%	-6%	12%	11%	12	Spn PMK inh pilot replicates=1.5;MK inhibit pilot replicates=0.0;Spn DPM-DC inh pilot screen %=2.0
Oc1ccc(-c2nnc(-c3ccc(O)cc3)nn2)cc1	·	0%	15	i	-2%	·	9%	4%	9
CCc1c(C(=O)Nc2ncn(Cc3cccc(C)c3)n2)csc1C	-12%	-6%	12	i	-4%	-4%	9%	10%	5	Spn PMK inh pilot replicates=0.0;MK inhibit pilot replicates=5.5;Spn DPM-DC inh pilot screen %=0.0
C=Cn1nc(C)c2ccccc2c1=O	6%	-7%	5	i	-5%	14%	20%	-5%	10	Spn PMK inh pilot replicates=4.0;MK inhibit pilot replicates=0.0;Spn DPM-DC inh pilot screen %=0.0
Cc1ccc(OCC(=O)n2cnnc2N)c(C)c1	-1%	7%	9	i	-2%	-8%	5%	2%	0
CC(O)c1cccc(NC2=CC(=O)CC(C)(C)C2)c1 (stereo not drawn)	-8%	-7%	10	i	-4%	-18%	8%	·	6
Cc1cc(C)nc(-n2nc(C)cc2NC(=O)c2ccc3c(c2)OCO3)n1	-2%	0%	1	i	5%	-1%	4%	·	11
COc1ccc(OC)c(NC(=O)CSc2nnc(CNc3ccc(F)cc3)o2)c1	-8%	-30%	8	i	-9%	3%	0%	7%	7
CCc1nnc(NC(=O)CSc2nnc(Cc3ccccc3)n2Cc2ccccc2)s1	-18%	-12%	2	i	3%	-4%	7%	3%	20
COc1ccc(-n2c(SCC(=O)Nc3ccc4c(c3)OCO4)nc3ccccc3c2=O)cc1	13%	-6%	9	i	-2%	4%	7%	14%	5
O=C(CN1C(=O)C2C3C=CC(C3)C2C1=O)N1CC(=O)N(CCc2ccccc2)C(=O)C1 (stereo not drawn)	-6%	4%	2	i	-6%	-4%	6%	-4%	13
COc1cc(NC(=O)c2ccco2)c(OC)cc1NC(=O)CCC(=O)Nc1cc(C)ccc1C	1%	-5%	7	+	5%	3%	10%	11%	8
Cc1ccc(-c2nnc(N3CCOCC3)c3ccccc23)cc1S(=O)(=O)NCC1CCCO1 (stereo not drawn)	5%	1%	10	i	-2%	10%	8%	11%	0
O=C1Nc2ccccc2SC(c2ccccc2)C1O (stereo not drawn)	7%	5%	1	i	4%	-5%	2%	-2%	9
Cc1ccc(S(=O)(=O)N2CCOCC2)cc1C(=O)NCc1ccc(F)cc1	-3%	-10%	7	i	-4%	-12%	2%	5%	8

Retrieved by structure from above:
SMILES	HPDE-C7 cytotoxicity	HT1080 cytotoxicity	MK inhibit	Spn DPM-DC inh	Bfl-1 inhibitors	KRASV12 cytotoxicity	Alkaline phosphatase	LYP phosphatase	Spn PMK inh	others
O=C(CN1C(=O)C2C3C=CC(C3)C2C1=O)N1CC(=O)N(CCc2ccccc2)C(=O)C1 (stereo not drawn)	-6%	4%	2	i	-6%	-4%	6%	-4%	13
C=Cn1nc(C)c2ccccc2c1=O	6%	-7%	5	i	-5%	14%	20%	-5%	10	Spn PMK inh pilot replicates=4.0;MK inhibit pilot replicates=0.0;Spn DPM-DC inh pilot screen %=0.0
COc1cc(NC(=O)c2ccco2)c(OC)cc1NC(=O)CCC(=O)Nc1cc(C)ccc1C	1%	-5%	7	+	5%	3%	10%	11%	8

Carrying on.
SMILES	HPDE-C7 cytotoxicity	HT1080 cytotoxicity	MK inhibit	Spn DPM-DC inh	Bfl-1 inhibitors	KRASV12 cytotoxicity	Alkaline phosphatase	LYP phosphatase	Spn PMK inh	others
CCS(=O)(=O)N1CCN(S(=O)(=O)c2ccc(F)cc2)CC1	-4%	·	0	i	-1%	-3%	5%	7%	0
O=C(Nc1ccccc1)c1ccccc1OCC(O)CN1C(=O)c2ccccc2S1(=O)=O (stereo not drawn)	21%	16%	18	i	-3%	18%	7%	7%	0
O=C(O)C(Cc1ccccc1)n1cnnn1 (stereo not drawn)	-19%	3%	8	i	-6%	-23%	10%	0%	10
CC(=O)c1c(C)nn(C(C)CC(=O)O)c1C (stereo not drawn)	1%	6%	0	i	0%	12%	17%	5%	0	Spn PMK inh pilot replicates=4.0;MK inhibit pilot replicates=1.0;Spn DPM-DC inh pilot screen %=1.0
CC(C)CC1(C)NC(=O)NC1=O (stereo not drawn)	-1%	1%	8	i	-11%	-6%	2%	·	9
Cc1occc1C(=O)Nc1ccc(S(=O)(=O)N2CCN(C)CC2)cc1	-37%	6%	4	i	19%	-17%	8%	·	3	Spn PMK inh pilot replicates=4.0;MK inhibit pilot replicates=0.0;Spn DPM-DC inh pilot screen %=1.0
Cc1onc(-c2ccccc2Cl)c1C(=O)NCCCN1CCOCC1	-4%	1%	7	i	-8%	3%	5%	6%	8
Cc1cc(C)c2nc(N3CCCN(C(=O)c4ccco4)CC3)c(C#N)cc2c1	57%*	-2%	9	i	5%	44%	-4%	-7%	8
COc1ccc(Cl)cc1C(=O)Nn1c(C)nc2ccccc2c1=O	-7%	7%	1	i	3%	-20%	0%	4%	14
Cc1ccc(S(=O)(=O)Nc2ccccc2F)cc1C(=O)NCCCN1CCCC1=O	2%	0%	2	i	-3%	4%	5%	·	6
COc1cccc(C(C(=O)NC(C)(C)C)N(C(=O)CCC(=O)Nc2cc(C)on2)C(C)C)c1OC (stereo not drawn)	-18%	-9%	0	i	-1%	-6%	-1%	·	9
Cc1ccc(C2CC(=O)c3cnc(N4CC(C)CC(C)C4)nc3C2)cc1 (stereo not drawn)	-1%	-6%	3	i	2%	-8%	9%	6%	12
COC(=O)C(C(=O)N1CCN(C)CC1)C1CCCCCC1 (stereo not drawn)	-1%	-3%	3	i	2%	-2%	3%	6%	0
Cc1ccc(C)c(N2CCN(C(=O)C3CCN(c4nnc(N5CCCC5=O)s4)CC3)CC2)c1	8%	-9%	0	i	-3%	8%	6%	16%	11
COc1ccc(NC(=O)Cn2cccc2)cc1Cl	5%	-1%	6	i	-10%	-1%	8%	-7%	12
Cc1ccc(S(=O)(=O)NC(C)(C)CSc2nnc(N)s2)cc1	2%	·	3	i	-1%	1%	11%	-9%	12
Cn1c(-c2cccc(Br)c2)cnc1NCc1cccnc1	-8%	5%	7	i	-15%	5%	15%	·	11
Cc1cc(NC(=O)Cc2ccccc2)no1	-9%	0%	5	i	-5%	-10%	7%	·	0
O=S(=O)(c1cccs1)N1CCN(c2ccccn2)CC1	-6%	1%	1	i	-16%	-17%	-7%	·	12
CCOC(=O)c1c(N)sn(-c2ccccc2C)c1=S	-11%	9%	6	i	-2%	-6%	6%	-1%	16
O=C(CN1C(=O)CSC1=O)Nc1ccc(N2CCOCC2)cc1	-24%	2%	0	i	5%	7%	-5%	-6%	9	Spn PMK inh pilot replicates=0.5;MK inhibit pilot replicates=1.5;Spn DPM-DC inh pilot screen %=1.5
Cc1cc(N2CCOCC2)nc2ccc(NC(=O)CCC(=O)N3CCC(C)CC3)cc12	-6%	-6%	4	·	8%	1%	8%	·	10
O=C(CN(C1CCCCC1)S(=O)(=O)c1ccc(Cl)cc1)NCc1cccnc1	-23%	-1%	0	i	0%	-28%	9%	10%	0
O=C1SC(c2ccccc2)=N/C1=C/c1ccco1	-6%	4%	0	i	-2%	2%	12%	-9%	11
Cc1ccc(S(=O)(=O)N2CCC(C(=O)N3CCN(Cc4ccccc4)CC3)CC2)cc1	-9%	-5%	0	i	3%	1%	18%	3%	10	Spn PMK inh pilot replicates=0.0;MK inhibit pilot replicates=0.0;Spn DPM-DC inh pilot screen %=0.0
O=C(Nc1cccnc1)c1c(F)c(F)c(F)c(F)c1F	-8%	2%	0	i	0%	-18%	11%	-1%	7
CS(=O)(=O)c1cccc(C(=O)NCc2ccccc2)c1	-20%	-2%	5	i	-3%	-25%	1%	12%	0
